High-throughput results: PubChem, Sanford-Burnham Center for Chemical Genomics
CCR6 antag: antagonists of human CCR6 receptor; P51684; CHO-K1 CCR6 PathHunter beta-arrestin, luminescence, CCL20-stimulated; inhibition, % at 20 µM; hit rate 0.49% among 340,000;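 active means compounds whose inhibition of the agonist-driven luminescence signal at 20 µM reaches about 50%, limit read from the data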;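 further: cells stimulated with CCL20 at 14 nM final; plate controls were DMSO with CCL20 for no effect and DMSO without agonist for full effect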
UBC13 inh: inhibitors of human UBC13 polyubiquitin chain formation | P61088 | TR-FRET | inhibition, % at 20 µM | hit rate 0.47% among 330,000; in the data active means inhibition above about 45%, passing the limit was not always enough; inconclusive means no clear call, values can overlap the other calls
Target sequence (P61088 whole entry, looked up): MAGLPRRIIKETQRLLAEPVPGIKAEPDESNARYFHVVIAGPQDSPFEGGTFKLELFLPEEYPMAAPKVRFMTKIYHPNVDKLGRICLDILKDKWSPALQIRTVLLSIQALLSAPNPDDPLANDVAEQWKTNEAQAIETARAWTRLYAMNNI
EBI2 antag: EBI2 (human) antagonism; P32249; EBI2 beta-arrestin recruitment, luminescence, 7a,25-OHC stimulated; inhibition, % at 5 µM; hit rate 0.81% among 360,000; AID 651636; in the data active means inhibition above about 38%;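 further: enzyme fragment complementation signal reports receptor beta-arrestin coupling in cells; 0% = agonist plus DMSO wells and 100% = wells without agonist; some results beyond the cut were filed as inactive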
APJ antagonist: antagonists of human APJ apelin receptor. P35414. CHO-K1 APJ beta-arrestin complementation, luminescence. inhibition, % at 20 µM. hit rate 0.32% among 330,000. AID 2521;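 active means inhibition above about 40% at 20 µM, limit read from the data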;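 further: cells challenged with 10 nM apelin-13 agonist together with compound; plate controls were apelin-13 plus DMSO wells for no effect and DMSO wells lacking apelin-13 for full effect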
Target sequence (P35414 whole entry, looked up): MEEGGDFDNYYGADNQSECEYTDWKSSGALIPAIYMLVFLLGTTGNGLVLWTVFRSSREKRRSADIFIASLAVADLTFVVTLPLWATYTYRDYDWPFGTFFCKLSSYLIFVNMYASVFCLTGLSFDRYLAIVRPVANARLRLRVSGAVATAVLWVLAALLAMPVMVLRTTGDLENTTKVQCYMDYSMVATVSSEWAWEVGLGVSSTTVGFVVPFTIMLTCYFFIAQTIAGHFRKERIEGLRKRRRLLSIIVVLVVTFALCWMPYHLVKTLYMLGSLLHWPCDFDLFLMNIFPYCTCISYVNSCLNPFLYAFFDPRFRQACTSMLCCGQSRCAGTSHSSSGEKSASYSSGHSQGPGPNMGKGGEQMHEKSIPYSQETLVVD
Gli-Sufu block: Gli-Sufu pathway antagonism. Sufu-KO-LIGHT fibroblasts, Gli luciferase reporter luminescence. inhibition, % at 5 µM. hit rate 0.74% among 340,000. AID 588413;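 active means inhibition above about 55%, limit read from the data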;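 further: 0% = DMSO-treated cells and 100% = wells with medium but no cells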
697 NFkB inh: inhibitors of the PMA/ionomycin-induced NF-kB reporter in 697 B cells | 697 B-cell NF-kB luciferase reporter, 16 h | inhibition, % at 4 µM | hit rate 0.33% among 330,000; in the data active means inhibition above about 35%
CXCR6 block: blocks human CXCR6 beta-arrestin recruitment; O00574; CHO-K1 PathHunter CXCR6 beta-arrestin, luminescence; inhibition, % at 20 µM; hit rate 0.36% among 360,000; in the data active means inhibition above about 34%, passing the limit was not always enough;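 further: antagonist mode with CXCL16 agonist at 10 nM final; 0% = 10 nM CXCL16 with DMSO and 100% = unstimulated wells without agonist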
Target sequence (O00574 whole entry, looked up): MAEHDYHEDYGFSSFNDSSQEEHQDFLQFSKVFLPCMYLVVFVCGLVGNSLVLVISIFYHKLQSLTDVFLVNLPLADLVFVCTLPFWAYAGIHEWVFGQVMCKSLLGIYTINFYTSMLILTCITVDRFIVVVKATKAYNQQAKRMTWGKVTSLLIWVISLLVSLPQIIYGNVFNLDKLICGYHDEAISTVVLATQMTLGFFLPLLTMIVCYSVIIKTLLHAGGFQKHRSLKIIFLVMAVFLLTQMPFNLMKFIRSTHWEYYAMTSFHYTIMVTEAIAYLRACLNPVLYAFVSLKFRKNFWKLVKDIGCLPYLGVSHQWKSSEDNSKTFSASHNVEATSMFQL
Jurkat NFkB inh: lowers PMA/ionomycin-induced NF-kB signal in Jurkat cells; PMA/ionomycin-induced NF-kB luciferase reporter, luminescence; inhibition, % at 4 µM; hit rate 0.53% among 330,000; AID 435003; in the data active means inhibition above about 50%
Active calls of the source: *; u = inconclusive; x = not tested or not shown.

SMILES | CCR6 antag | UBC13 inh | EBI2 antag | APJ antagonist | Gli-Sufu block | 697 NFkB inh | CXCR6 block | Jurkat NFkB inh
Cc1ccc(CN=C(Nc2ccccc2)NC2CCCCC2)cc1 | -9 | 19 | 10 | 12 | 12 | -2 | -1 | 20
CCOC(=O)c1c(NC(=O)COC(=O)CCOc2ccc(C)cc2)sc(C(=O)N(C)C)c1C | 11 | 2 | 0 | -8 | 3 | 24 | 1 | 18
O=C(NCC12CC3CC(CC(C3)C1)C2)c1cc2n(n1)C(C(F)(F)F)CC(c1ccco1)N2 (stereo not drawn) | 5 | -2 | 1 | 2 | 7 | -9 | -6 | -1
Cc1cccc(/C=N/NC(=O)c2cc(-c3cccnc3)nc3ccccc23)c1 | -1 | -2 | -2 | 9 | -3 | 7 | 14 | -13
CN1CCN(C(=O)c2cc3nc(-c4ccc(Cl)cc4)cc(C(F)(F)F)n3n2)CC1 | 2 | 4 | 6 | -2 | 10 | 6 | -4 | 8
COc1ccc(C2(O)CCN(C(=O)c3c(F)cccc3F)CC2)cc1 | 12 | 3 | 0 | 2 | -4 | 17 | -8 | 2
O=C(CN1CCN(c2ccccn2)CC1)Nc1ccccc1 | -6 | 5 | -3 | 2 | 8 | 9 | 4 | 11
CC(C)S(=O)(=O)N1CCCC(C(=O)c2cccc(Cl)c2)C1 (stereo not drawn) | 2 | 0 | -3 | 2 | -8 | -8 | 3 | -18
CN(C)CCCO/N=C(\c1ccccc1)c1ccncc1 | -1 | -13 | -1 | -14 | 3 | 1 | -4 | -4
O=[N+]([O-])c1cccc(S(=O)(=O)NCC2CCCO2)c1 (stereo not drawn) | 11 | -7 | 5 | -13 | -11 | 10 | -13 | -27
CCN(CCn1cccn1)Cc1nc(-c2ccccc2)no1 | -1 | 6 | -7 | -22 | -33 | 4 | 7 | 3
CCOC(=O)C1CCCN(c2nnnn2-c2ccccc2)C1 (stereo not drawn) | 11 | 2 | 0 | 2 | 3 | 17 | -8 | 7
NNC(=O)c1nc(-c2ccccc2)n2c1CCCCC2 | 0 | -11 | 6 | 10 | -7 | -135 | 11 | -6
CC1CCc2c(sc3nc(CSc4ncn[nH]4)[nH]c(=O)c23)C1 (stereo not drawn) | 0 | 9 | 7 | 4 | -9 | -7 | 2 | 1
O=c1[nH]n2c(=O)c3c([nH]c2c1N=Nc1cccc(Cl)c1)CCC3 | 39 | x | 5 | x | -3 | x | 15 | x
COc1ccc(O)c(-c2cc(-c3cccc(Br)c3)n[nH]2)c1 | 1 | 32 | 23 | -12 | 11 | -85 | -10 | -83
CN1CCN(/C=N/c2c(C#N)cnn2Cc2ccccc2)CC1 | -11 | 4 | 0 | -8 | 4 | -4 | 3 | -1
Cc1nc(C2CCCCC2)c(-c2ccccc2)c(N2CCOC2=O)c1C | 18 | u | 10 | 8 | -1 | -7 | 8 | -9
O=C(NCc1cccnc1)C(=O)Nc1nc(C23CC4CC(CC(C4)C2)C3)cs1 | 17 | -9 | 3 | 10 | -5 | -4 | 4 | -12
COC(=O)c1cc(NC(=O)C2COc3ccccc3O2)ccc1Cl (stereo not drawn) | -14 | 12 | 3 | 9 | 11 | 12 | 6 | -11
COc1ccc(OC)c(N=c2oc3c(OC)cccc3cc2C(=O)NCc2ccco2)c1 | -19 | -40 | 9 | 15 | 1 | 24 | 1 | 18
Cc1cc(C(=O)N2CCOCC2)ccc1[N+](=O)[O-] | 0 | 1 | -7 | 12 | -1 | 25 | 0 | 3
O=S(=O)(Cc1ccc(Cl)cc1)c1ccccc1-c1nnc(-c2ccccc2)o1 | 24 | -2 | -3 | 11 | 17 | 12 | 4 | 5
CCCNC(=O)CCn1nc(-c2ccc(Cl)cc2)c2ccccc2c1=O | 18 | -1 | -6 | 16 | 5 | -25 | -19 | -11
CCN(CC)CC#CCC(O)(c1ccccc1)c1ccccc1 | 0 | 6 | -10 | 12 | 17 | 4 | 1 | 8
CC[C@@]1(C(=O)OC)N[C@H](CN(C)S(=O)(=O)c2ccccc2)[C@@H]2C(=O)N(Cc3ccccc3)C(=O)[C@@H]21 | 12 | 7 | -10 | 3 | -2 | 6 | 7 | -3
C=CCC1c2cccc(C(=O)O)c2C(=O)N1c1cccc(C)c1 (stereo not drawn) | 3 | 0 | -11 | -5 | 8 | -6 | 1 | -23
COc1cccc(N2CCN(CC(=O)C34CC5CC(CC(C5)C3)C4)CC2)c1 | -4 | -9 | -9 | -25 | 26 | 11 | -2 | 3
COc1ccc(CNC[C@H]2O[C@@H](n3cnc4c(N)ncnc43)[C@H](O)[C@@H]2O)cc1OC | -6 | -11 | -9 | -1 | -6 | 2 | -8 | 2
CCOC(=O)C(=O)Nc1nnc(COc2ccccc2)s1 | 6 | -3 | -2 | -19 | 0 | 9 | 10 | 5

Three entries already listed, ordered by their value in UBC13 inh, smallest number first:
SMILES,CCR6 antag,UBC13 inh,EBI2 antag,APJ antagonist,697 NFkB inh,CXCR6 block,Jurkat NFkB inh
COc1ccc(OC)c(N=c2oc3c(OC)cccc3cc2C(=O)NCc2ccco2)c1,-19,-40,9,15,24,1,18
O=C(NCC12CC3CC(CC(C3)C1)C2)c1cc2n(n1)C(C(F)(F)F)CC(c1ccco1)N2 (stereo not drawn),5,-2,1,2,-9,-6,-1
CCOC(=O)C1CCCN(c2nnnn2-c2ccccc2)C1 (stereo not drawn),11,2,0,2,17,-8,7

Next part
SMILES | CCR6 antag | UBC13 inh | EBI2 antag | APJ antagonist | Gli-Sufu block | 697 NFkB inh | CXCR6 block | Jurkat NFkB inh
CCOC(=O)CNC(=O)C1(NC(=O)CNC(=O)OCc2ccccc2)CCCC1 | -2 | x | 1 | x | -1 | x | 2 | x
Cc1c(NC(=O)C(C)OC(=O)c2ccc([N+](=O)[O-])s2)c(=O)n(-c2ccccc2)n1C (stereo not drawn) | -13 | -22 | -1 | -15 | 5 | 3 | -45 | 6
Cc1cccc(OCCNC(=O)c2ccc(Oc3ccc(C(F)(F)F)cc3[N+](=O)[O-])cc2)c1 | 3 | 1 | 8 | -11 | -2 | 4 | 7 | -10
Cc1ccc(C2=NNC(=Nc3ccc(F)cc3)SC2)cc1 | 12 | x | 29 | x | 0 | x | -7 | x
COc1ccc(CNC(=O)COC(=O)[C@H](Cc2ccccc2)NC(=O)c2cccs2)cc1 | -21 | 1 | -9 | 17 | 3 | -10 | -11 | 0
N#CC1(NC(=O)COC(=O)C2CCN(S(=O)(=O)c3ccc4c(c3)OCCO4)CC2)CCCCC1 | 6 | x | -2 | x | -10 | x | -6 | x
O=C(Nc1ccc2oc(-c3ccncc3)nc2c1)c1ccc2c(c1)OCO2 | 1 | 12 | 1 | -6 | 13 | 18 | 8 | 19
CSc1cccc(NC(=O)CCNC(=O)c2ccco2)c1 | 4 | 3 | -9 | -7 | -5 | 16 | 0 | -7
Cc1ccc(C)c(S(=O)(=O)N2CCCC2CNC(=O)C(=O)NCC2CCCO2)c1 (stereo not drawn) | -4 | -4 | -1 | -9 | -6 | -1 | 1 | -7
CCOC(=O)C1CCN(c2cc(C)nc3ccc(OC)cc23)CC1 | 2 | 6 | 5 | -3 | 35 | -22 | 7 | 11
COc1ccc(NC(=O)CN(C)C(=O)Cn2c(=O)oc3ccccc32)cc1 | 8 | -2 | 0 | 7 | -9 | 3 | 3 | -1
COc1ccc(OC(C)C(=O)N(C)Cc2nc(-c3ccc(OC)cc3)no2)cc1 (stereo not drawn) | -2 | -1 | 1 | 3 | 3 | -21 | 6 | -8
CC(=O)Nc1ccc(C(=O)OCc2ccc(Br)cc2)cc1 | 19 | -5 | 35 | 26 | -8 | -5 | -7 | 7
O=C(NCCO)c1nc2ccccc2s1 | -25 | -2 | -3 | 17 | -6 | -49 | -10 | -37
Cc1ccc(NNS(=O)(=O)c2ccc(C)cc2)cc1 | 12 | 6 | -8 | -12 | -16 | -7 | 2 | 15
O=C(NNC(=O)c1ccc([N+](=O)[O-])cc1)c1ccc(NS(=O)(=O)c2cccs2)cc1 | 33 | -19 | -8 | 27 | 7 | 4 | 15 | -11
Cc1oc(-c2ccccc2F)nc1CS(=O)CC(=O)NC1CC1 (stereo not drawn) | -4 | 0 | 10 | 15 | -16 | -3 | 6 | 7
Cc1cc(-c2ccco2)n(CC(=O)NCCCc2ccccc2)n1 | 1 | -2 | 8 | -67 | 10 | -6 | -5 | -4
O=C(Cc1cccc2ccccc12)Nc1ccccc1C(=O)O | -3 | 2 | 15 | -15 | -8 | -24 | 9 | -2
COc1ccc(S(=O)(=O)O/N=C2\CCCc3ccccc32)cc1 | 13 | 6 | -6 | -8 | 0 | -6 | 0 | 4
COc1cc(CCC(=O)Nc2ccc(C)c(S(=O)(=O)N3CCCCCC3)c2)cc(OC)c1OC | -13 | 16 | 6 | -11 | 51 | -18 | -10 | 16
CN1CCN(c2ccccc2NC(=S)NC(=O)c2cc3ccccc3o2)CC1 | -4 | 21 | 1 | 12 | 5 | -1 | 1 | 15
CCn1c2ccccc2c2nn(C)c(=N)nc21 | 3 | -3 | -3 | 14 | 11 | 0 | 4 | -9
COc1ccccc1NC(=O)/C=C\c1ccco1 | 6 | -11 | 5 | -3 | -2 | -4 | -2 | -11
O=C(N/N=C\c1ccc(COc2ccc([N+](=O)[O-])cc2)o1)c1cccc(Cl)c1 | 19 | -8 | 13 | 12 | 12 | 9 | 10 | -1
CC(=O)Nc1ccc(N/C(N)=N/c2nc(C)cc(C)n2)cc1 | 3 | -2 | 6 | 3 | 13 | 0 | 0 | -6
CCCCNC(=O)COC(=O)c1ccc(N(C)C)cc1 | 8 | -3 | -9 | 4 | -6 | 8 | 1 | -2
Cc1ccc(/C=C(\C#N)c2nc3ccccc3[nH]2)s1 | 11 | -21 | 15 | -10 | -62 | -159 | 2 | -119
COc1cc(OC)c(OC)cc1CN1CCN(S(=O)(=O)c2ccc(NC(C)=O)cc2)CC1 | 0 | -7 | 4 | -8 | 7 | 7 | -8 | 20
COc1ccc(NC(=O)CN2C(=O)COc3ccccc32)cc1OC | -6 | 3 | 3 | 3 | 24 | 14 | -8 | 10

A draw from above in order of SMILES length, low to high.
SMILES | CCR6 antag | UBC13 inh | EBI2 antag | APJ antagonist | Gli-Sufu block | 697 NFkB inh | CXCR6 block | Jurkat NFkB inh
O=C(NCCO)c1nc2ccccc2s1 | -25 | -2 | -3 | 17 | -6 | -49 | -10 | -37
Cc1ccc(C)c(S(=O)(=O)N2CCCC2CNC(=O)C(=O)NCC2CCCO2)c1 (stereo not drawn) | -4 | -4 | -1 | -9 | -6 | -1 | 1 | -7
Cc1c(NC(=O)C(C)OC(=O)c2ccc([N+](=O)[O-])s2)c(=O)n(-c2ccccc2)n1C (stereo not drawn) | -13 | -22 | -1 | -15 | 5 | 3 | -45 | 6

More structures follow:
SMILES | CCR6 antag | UBC13 inh | EBI2 antag | APJ antagonist | Gli-Sufu block | 697 NFkB inh | CXCR6 block | Jurkat NFkB inh
C=C(C)C1CC=C(C)/C(=N\NC(=O)CCC(=O)Nc2ccc(C)c(C)c2)C1 (stereo not drawn) | 5 | 8 | -3 | -8 | -5 | 19 | 0 | 0
CCOC(=O)C1CCCN(C2=C(NS(=O)(=O)c3ccc(Br)cc3)C(=O)c3ccccc3C2=O)C1 (stereo not drawn) | 23 | -84 | -5 | -2 | 7 | -47 | 15 | 1
CNc1ncc(C(=O)c2ccc(Br)cc2)s1 | -4 | 15 | -4 | -17 | -78 | -83 | 4 | -88
CN(Cc1ccon1)C(=O)CC1C(=O)NCCN1Cc1ccccc1C(F)(F)F (stereo not drawn) | 3 | -9 | -9 | -3 | 1 | -2 | 0 | 9
Cc1ccc(C(=O)Nc2nc(-c3ccccn3)cs2)s1 | 25 | -30 | -5 | 18 | 3 | -83 | 12 | 0
COc1ccc(-c2ccc(Nc3ccc(S(=O)(=O)N4CCCC4)cc3)nn2)cc1OC | 5 | -15 | 1 | -1 | 20 | -24 | 2 | -15
C=CCN(C(=O)c1csnn1)C(C(=O)NCc1ccc(F)cc1)c1cccs1 (stereo not drawn) | 24 | 6 | 2 | 6 | 9 | 3 | 4 | 12
Cc1ccccc1OCc1nc(-c2ccc(NC(=O)c3ccco3)cc2)no1 | -25 | 0 | 3 | 0 | -66 | -85 | -8 | -46
CCN(CC)S(=O)(=O)c1ccc(S(=O)(=O)N(CC(=O)Nc2ccccc2)CC2CCCO2)cc1 (stereo not drawn) | -5 | 7 | -4 | 18 | x | 22 | 6 | 10
COc1cccc(/C=C2\CC(C)Cc3c2nc2ccccc2c3C(=O)O)c1OC (stereo not drawn) | 10 | -2 | -4 | 49* | 0 | 8 | -3 | 8
